Platelet DG rel – platelet dense granule release activity | human platelet-rich plasma, SFLLRN dense granule ATP release, luminescence | inhibition, %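 (compounds screened at 7.5 µM in platelet-rich plasma)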 | 300,000 tested, 0.22% active | AID 1663;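 active means mean replicate score, as percent of positive control, at or above 50; inconclusive means mean below 50 but at least one replicate at or above 50; inactive means mean and every replicate below 50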
HIF act – HIF pathway transcriptional activation | U2OS HRE-luciferase reporter, luminescence; normalized: DMSO 0%, desferrioxamine 100% | activation, % at 7.5 µM (by protocol) | 300,000 tested, 0.32% active | AID 1910;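 active means mean activation of at least 10% of the iron chelator positive control signal, with at least half of replicates also reaching 10%; inconclusive means mean and replicate majority disagree about reaching 10%; inactive means mean and most replicates under 10%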
IEC-6 tox – counter-screen for KLF5 inhibitors: cytotoxicity in IEC-6 cells. IEC-6 cytotoxicity, luminescence viability. inhibition, % at 5 µM. 290,000 tested, 0.78% active. AID 1825; in the data active means inhibition above about 22%;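 further: 0% = plate median of test compound wells and 100% = cytotoxic reference compound wells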
HSF-1 act – increases HSF-1 driven luciferase reporter signal; activation, % at 9 µM; AID 504408; NIH3T3-HGL HSF-1 luciferase reporter, MG132, 8 h; 100% = twice DMSO control signal; 300,000 tested, 1.7% active;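 active means mean replicate activation of at least 50% with a set share of replicates each reaching 50%; inconclusive means only one of those two conditions met; inactive means mean below 50% and too few replicates reaching it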;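 further: 0% = median of the neutral control wells and 100% = twice that signal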
aSyn 5UTR inh – 5' untranslated region of α-synuclein, MLPCN primary screen. alpha-synuclein 5'UTR reporter, inhibitor activity. inhibition, % (tested at 7.5 µM). 300,000 tested, 0.82% active. AID 1813; in the data active means inhibition above about 60%; inconclusive means no clear call, values can overlap the other calls;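 further: H4 neuroglioblastoma cells stably carrying SNCA 5'UTR luciferase fusion; 0% = DMSO wells and 100% = positive control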
SKKanGAS inh – blocks kanamycin growth of S. pyogenes SKKanGAS strain | BacTiter-Glo, 6 h | inhibition, % at 7.5 µM | 300,000 tested, 1.3% active | AID 1662;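 active means mean replicate score, as percent of positive control median, at least 50; inconclusive means mean below 50 but one replicate at or above 50; inactive means mean and every replicate below 50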;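 further: strain carries kanamycin resistance gene driven by streptokinase promoter and grows in 40 µg/ml kanamycin; loss of luminescence reflects streptokinase promoter inhibition or plain growth inhibition; 0% = median of DMSO wells and 100% = positive control at its reference dose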
AI-2 QS mod – modulators of Vibrio harveyi AI-2 quorum sensing system. 300,000 tested, 0.4% active. activity change, % at 7.5 µM. Vibrio harveyi JMH597 AI-2 luminescence/OD600 ratio, 9 h; active compounds read low; strain lacks LuxN and CqsS sensors; 0 = neutral-control median; in the data active means activity change below about -75%, passing the limit was not always enough; inconclusive means no clear call, values can overlap the other calls;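 further: luminescence divided by OD600 gain over 9 h not by final OD600 alone; inactives centre near 13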
HSF1 inh – HSF1 inhibition; AID 2098; 300,000 tested, 0.77% active; NIH3T3-HGL HSE-luciferase, MG132-induced, luminescence 8 h; active compounds read low; activity change, negative = inhibition, % at 7.5 µM (by protocol);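 active means more than half of replicate wells show activity change below -50%, luminescence cut by over half; inconclusive means some wells, but at most half, below -50%; inactive means no replicate well below -50%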;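 further: luciferase reports HSF-1 transcriptional activity via heat shock element; 0% = median of DMSO wells and -100% = zero luminescence signal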
HSP90 refold inh – blocks HSP90-mediated luciferase refolding in reticulocyte lysate; Rabbit reticulocyte lysate, luciferase refolding luminescence, 3 h; inhibition, % at 5.6 µM; 290,000 tested, 0.91% active; AID 1789;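 active means inhibition above the screen-wide mean plus 3 SD, computed separately per campaign, cut at about 16% in these data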;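 further: 0% = DMSO wells and 100% = 60 µM geldanamycin wells; inhibitors lower the luminescence because luciferase stays unfolded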
KLF5 inhibitor – suppresses KLF5 promoter-driven expression; 290,000 tested, 0.23% active; DLD-1 KLF5 promoter-luciferase reporter, luminescence; inhibition, % at 5 µM; AID 1700;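 active means inhibition above a per-plate limit of that plate's mean compound inhibition plus 3 SD, cut at about 60% in these data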;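 further: 0% = DMSO wells and 100% = LY294002 at 200 µM; higher means less KLF5 promoter-driven luciferase light; inactives centre near -14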
Numbers without * were called inactive; ? = inconclusive; . = no result given. An unsorted share of the library, and some 6% of all compounds hit somewhere here.

SMILES	Platelet DG rel	HIF act	IEC-6 tox	HSF-1 act	aSyn 5UTR inh	SKKanGAS inh	AI-2 QS mod	HSF1 inh	HSP90 refold inh	KLF5 inhibitor
O=C(Nn1c(O)c(C=C2N=c3ccccc3=N2)sc1=S)c1ccccc1	3	-0.1	4	1	8	-5	10	0	4	-76
Nc1nnnn1/N=C/c1ccccc1OCc1ccc(Cl)cc1	-3	0.2	0	17	3	-7	24	18	-4	-19
N#Cc1ccc(-c2cccs2)nc1SCc1cccnc1	-5	0.3	79*	-16	90*	-3	23	-7	1	62*
Cn1cc(/C=C(\NC(=O)c2ccccc2)C(=O)NCCN2CCOCC2)c2ccccc21	2	-0.5	0	5	-11	-5	14	4	-1	2
O=C(NCc1ccc(Cl)cc1Cl)C(=O)N1CCCCC1	0	0.0	-8	-4	22	10	17	-1	2	-8
COc1cc(OC)cc(C(=O)N[C@H](C(=O)OCC(=O)N2CCc3ccccc32)C(C)C)c1	1	-0.5	4	-55	1	-4	14	-43	0	6
COCCN(C(=O)/C=C/c1ccccc1)c1c(N)n(Cc2ccccc2)c(=O)[nH]c1=O	3	-1.1	-9	41	7	4	13	26	-1	-13
COc1cccc(-c2cc(C(=O)NCCCn3ccnc3)no2)c1	-1	1.9	2	25	-24	-1	4	24	1	-48
O=C(Cc1cn(Cc2cccc(Cl)c2)c2ccccc12)N1CCCC1	8	-0.2	4	18	20	1	-6	11	3	-39
CC(C)CCNC(=O)CN(Cc1ccccc1Cl)C(=O)CCC(=O)Nc1ccccn1	2	0.0	-2	14	-5	-4	13	0	0	-28
CC(CCc1ccco1)NC(=O)Cn1nc(Cc2ccncc2)c2ccccc2c1=O (configuration not stated)	-3	0.0	1	-4	-4	-3	25	6	0	-10
CCN(CC)S(=O)(=O)c1ccc(C)c(NC(=O)COC(=O)[C@@H]2CCCN2C(=O)c2cccs2)c1	3	-0.8	4	-2	1	-5	16	-8	-1	-25
COc1cccc(NC(=O)CCN2C(=O)c3ccc([N+](=O)[O-])cc3C2=O)c1	1	-0.4	-7	19	-12	0	35	-5	1	-46
CSc1nnc(-c2nnc(SC)n2-c2ccccc2)n1-c1ccccc1	-14	-0.1	6	9	19	1	36	15	6	10
O=C(N/N=C/c1sc2ccccc2c1O)c1ccccc1	22	5.2	4	270*	82*	90*	-81*	197	5	-18
COC(=O)CN1C(=O)S/C(=C/c2cc(C)n(C)c2C)C1=O	0	2.7	-1	36	-167	3	8	21	-1	-72
CC(=O)NS(=O)(=O)c1ccc(NC(=S)NC(=O)C2CCC2)cc1	1	-12	-4	-10	9	-3	24	-5	-3	-34
Cc1ccc(S(=O)(=O)NC(=NCC(=O)O)c2ccccc2)cc1	-8	1.0	7	30	-25	3	18	9	0	-13
O=C(Nc1ccnn1C1CCN(Cc2ccc(CO)o2)CC1)c1ccccc1	-2	-0.5	-1	4	-1	-15	29	1	0	-20
CCOC(=O)N1CCN(C(=O)CSc2nnc(C3COc4ccccc4O3)o2)CC1 (configuration not stated)	5	0.2	1	0	16	0	-1	-8	3	-41
CCCc1c(O)nc(SC2CC(=O)N(c3ccc(C)c(Cl)c3)C2=O)[nH]c1=O (configuration not stated)	17	-0.4	.	6	12	-3	19	4	.	.
CCc1nc(SCC(=O)c2ccc3c(c2)OCCO3)c2ccccc2n1	-1	6.3	-5	-4	-32	-1	22	9	2	10
OC(COC(c1ccc(F)cc1)c1ccc(F)cc1)CN1CCc2ccccc2C1 (configuration not stated)	0	-0.2	-1	-16	-11	-2	28	-1	-2	-14
S=C(Nc1cccnc1)NC1CCCC1	8	3.8	-9	-15	23	6	13	-7	-3	-35
Cn1c(=O)c2c(nc(N3CCN(Cc4ccccc4)CC3)n2CCCc2ccccc2)n(C)c1=O	-4	-0.2	1	4	24	-2	2	-4	2	-18
O=C(O)[C@H]1CCCC[C@H]1C(=O)NCCc1ccccc1	15	-0.4	4	0	1	1	21	0	3	-3
Cc1cc(C)c2c(c1)c1nnc(SCCN3CCCCC3)nc1n2C	0	-0.1	0	10	-26	-4	18	0	5	-9
COc1cc2c(=O)n(Cc3ccccc3)c(=O)n(CC(=O)C(C)(C)C)c2cc1OC	1	0.1	-1	-20	4	2	20	-6	3	-2
O=C(NNC(=O)c1cccnc1Cl)c1ccc(F)cc1	-22	0.1	-2	24	-14	-7	37	3	-3	-6
COc1cc(C2C(C#N)=C(N)Oc3n[nH]c(-c4cccnc4)c32)ccc1OCC(N)=O (configuration not stated)	1	0.7	6	8	3	5	23	2	4	4
CC1CCCN(CCCNC(=O)c2cn(C)c3ccc(S(=O)(=O)N(C)C4CCCCC4)cc3c2=O)C1 (configuration not stated)	2	0.2	0	-3	-17	-1	12	0	0	-12
COc1ccc(-c2csc(NC(=S)NC(=O)c3cc4ccccc4o3)n2)cc1Br	7	1.0	8	-3	-1	4	0	6	2	17
CC(=O)Nc1ccc(NC(=O)C(=O)NCC(c2ccco2)N2CCc3ccccc3C2)cc1 (configuration not stated)	4	-0.1	.	-8	5	2	17	1	.	.
O=C(CCN1C(=O)C2C3CCC(C3)C2C1=O)Nc1ccccc1Cl (configuration not stated)	?	-0.2	-5	2	3	3	18	-4	-3	-5
COc1ccc(C(=O)NNC(=O)c2cc3ccccc3cc2O)cc1	7	-0.8	.	22	7	2	-4	4	.	.
CC(OC(=O)Cn1[nH]c(=O)c2ccccc2c1=O)C(=O)Nc1ccccc1[N+](=O)[O-] (configuration not stated)	.	-1.1	.	5	-6	4	10	-3	.	.
CCN1CCN(c2nc3c(c(=O)n(C)c(=O)n3C)n2CCSc2nccc(C)n2)CC1	-1	0.0	3	-20	16	-3	21	-5	0	1
CC(C)[C@H](NC(=O)CCCn1nnc2ccccc2c1=O)C(=O)O	8	-0.2	-2	-3	-5	-9	11	0	4	0
COc1ccc(NC(=O)c2oc3ccccc3c2NC(=O)C2CCCO2)cc1OC (configuration not stated)	21	1.5	-4	16	-116	1	10	-1	-1	-35
COc1cccc(C2=CC(c3cccs3)n3nnnc3N2)c1 (configuration not stated)	8	4.1	21	17	8	-2	-3	4	3	-6
Cc1cc(C)c(C)c(C(=O)C2OC(=O)C(C)(C)C(=O)C2(C)C)c1C (configuration not stated)	8	-0.5	-3	0	-7	1	13	-2	1	-19
COCCn1c(=N)c(C(=O)NCCc2ccc(OC)cc2)cc2c(=O)n3cccc(C)c3nc21	14	-0.4	5	.	-16	8	8	.	-2	-3
Cc1ccc(NC(=O)CCN2CCN(C/C=C/c3ccccc3)CC2)cc1C	-1	0.0	-3	24	0	7	3	15	-2	-17
COc1ccc(CC(=O)OCC(=O)Nc2ncc(Cl)cc2Cl)cc1	8	-0.2	-9	3	4	-9	3	-3	0	-20
CCOC(=O)c1cnc2c(ccc3ccccc32)c1NCCO	-3	0.7	6	18	-96	-2	0	2	-4	-25
Cc1ccccc1OCCC(=O)Nc1cccc(S(=O)(=O)Nc2ccccc2Cl)c1	13	0.0	1	20	17	11	43	-1	4	-10
CS(=O)(=O)N(Cc1ccc(C(=O)NCCSc2ccccn2)cc1)c1ccccc1	6	0.3	-4	12	28	1	18	5	2	-4
COC(=O)C(C#N)c1nc2ccccc2nc1N1CCN(Cc2ccc3c(c2)OCO3)CC1 (configuration not stated)	56*	-0.2	.	20	16	5	13	2	.	.
O=C(COC(=O)c1ccc(Br)o1)NCc1cccs1	0	0.2	-2	-5	2	6	-9	1	-4	-25
CN(CC(=O)O)S(=O)(=O)c1cccs1	0	-0.8	0	18	28	-8	10	1	1	-12
O=C(O)CCC(=O)Nc1ccc(N=Nc2ccccc2)cc1	4	-0.3	-1	13	12	-2	23	2	-2	-15
COc1ccc(-c2csc(NC(=O)c3cc(C)oc3C)n2)cc1OC	22	0.3	-5	10	3	20	29	9	4	-9
Cc1ccccc1CNC(=O)CC1C(=O)NCCN1CC1CCCCC1 (configuration not stated)	0	-0.1	2	7	-12	7	24	1	3	-13
O=C(NCc1ccco1)C1Cc2cc(Cl)ccc2O1 (configuration not stated)	16	0.2	-2	-18	-13	3	12	-7	4	-23
Cc1cc(C)c(NC(=O)CC(C)(C)C)c(Cl)c1	12	-0.2	-3	-16	16	-1	8	0	-1	-25
C=CCn1c(=O)c(C(=O)NCc2ccc3c(c2)OCO3)c(O)c2ccccc21	-2	0.1	3	-7	17	23	9	-2	4	-23
CCCCOP(=O)(c1ccc(N(C)C)cc1)C(O)c1cc(OC)c(OC)c(OC)c1 (configuration not stated)	-6	0.5	0	18	16	-1	4	-8	-6	-18
CC(C)=CCOc1ccc2c(C)c(CC(=O)N3C[C@H]4C[C@@H](C3)c3cccc(=O)n3C4)c(=O)oc2c1C	-6	0.2	7	-2	-14	3	26	10	1	-28
CCC(=O)Nc1ccc(NC(=O)CSc2nnnn2C2CCCC2)cc1C	9	1.5	-5	9	-5	7	13	-3	-1	0
Cc1cccc(N=Cc2cc3c(cc2[N+](=O)[O-])OCO3)c1	6	2.1	-10	0	-47	6	18	0	4	-8
(more compounds)
SMILES	Platelet DG rel	HIF act	IEC-6 tox	HSF-1 act	aSyn 5UTR inh	SKKanGAS inh	AI-2 QS mod	HSF1 inh	HSP90 refold inh	KLF5 inhibitor
O=C(OCc1nc2ccccc2s1)c1ccccc1O	-4	5.0	-2	7	-137	8	20	5	-3	2
O=[N+]([O-])c1ccc(Sc2n[nH]c(-c3ccc(Cl)cc3Cl)n2)nc1	-1	-0.1	6	-5	2	6	4	-4	3	-20
Cc1cc2c(=O)n(C)c(SCC(=O)NC3CCCC3)nc2s1	-11	-0.1	.	-9	3	7	36	-6	.	.
OC(COc1cccc2ccccc12)CN1CCN(c2ccccc2Cl)CC1 (configuration not stated)	-5	0.5	1	-1	13	?	13	-7	-2	-24
O=C(c1cccc(Br)c1)N1CCN(c2cnn(-c3ccccc3)c(=O)c2Cl)CC1	-1	0.2	-1	-14	25	-4	17	1	-1	-10
CC(C)(C)C(=O)Nc1nnc(COc2ccc(Cl)cc2)s1	2	0.9	-3	6	-26	18	19	8	9	-53
Cc1ccc(NC(=O)COC(=O)c2ccc([N+](=O)[O-])o2)cc1S(=O)(=O)N1CCCCC1	1	-0.5	-5	38	-41	9	32	16	1	15
Cc1cc(C)n2nc(SCCOc3ccccc3)nc2n1	-2	2.0	-6	29	-43	-11	14	2	-2	-22
O=C(NCCN1CCN(C(=O)c2cccc(Br)c2)CC1)C(=O)Nc1ccc(Br)cc1	0	-2.3	2	-25	40	-2	4	-2	0	5
O=C(C1CCC(=O)N(C2CCCCCC2)C1)N1CCN(c2ccccc2Cl)CC1 (configuration not stated)	2	-0.1	-1	0	20	-9	8	-4	-5	-9
O=C(Nc1ccc(Cl)cc1C(=O)O)c1ccc2c(c1)C(=O)N(Cc1ccco1)C2=O	1	0.1	6	9	24	32	6	-8	2	-3

Screening results from PubChem BioAssay.
